Compound activity deposited in PubChem BioAssay by several laboratories.
Rac1 wt modul: wildtype Rac1 GTP binding modulators, primary screen, biochemical, GST-Rac1 beads, flow cytometry, multiplex | Ras-related C3 botulinum toxin substrate 1 (Homo sapiens), P63000 | fluorescent GTP binding; actives lie on both sides; 0 = cold GTP competed, 100 = untreated | GTP binding activity (% of control), % at 10 µM | 190,000 tested, 0.27% active | AID 757, 2007;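 active means GTP binding activity at least 20 points away from the 100% control level, either lower or higher; inconclusive means compound flagged as likely green fluorescent, judged across all proteins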
ABCB1 inh: ABCB1 efflux pump inhibitors, primary screen, cell-based, multiplex, flow cytometry, ABCG2 counter-screen. 190,000 tested, 0.067% active. inhibition, % at 6.6 µM. CCRF-Adr cells, JC-1 efflux. AID 1326, 2008; in the data active means inhibition above about 40%;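 further: 0% = vehicle and 100% = reference inhibitor; higher value means more JC-1 retained so stronger ABCB1 efflux block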
Rac1 mut GTP: GTP binding modulators of activated mutant Rac1, primary screen, biochemical, bead-based flow cytometry, multiplex, fluorescent GTP; Ras-related C3 botulinum toxin substrate 1 (Homo sapiens), P63000; GST-Rac1 activated beads; actives lie on both sides; 100% means binding = to untreated wells; percent activity (GTP binding), % at 10 µM; 190,000 tested, 0.11% active;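 active means GTP binding at least 20 percentage points away from the 100% baseline, in either direction, so actives lie on both sides; inconclusive means Compound likely fluorescent itself, or too few beads counted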
Rab2 wt GTP: modulators of GTP binding to Rab2A wildtype, primary screen, biochemical, dog, bead-based flow cytometry, multiplex. Ras-related protein Rab-2A (Canis lupus familiaris), P61105. GST-Rab2 wt beads, Bodipy-GTP binding. GTP binding activity, % at 10 µM. 190,000 tested, 0.19% active. AID 760, 2007;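 active means GTP binding activity at least 20 points away from 100%, either lowered or raised; inconclusive means signal likely due to the compound's own green fluorescence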;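 further: 0% = beads with excess unlabeled GTP and 100% = no-compound control corrected for plate trend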
Avidin fluor: green autofluorescence of compounds with avidin beads – biophysical, 488/530 nm, flow cytometry, artefact control, profiling panel. compound fluorescence 488/530 nm; active compounds read high. fluorescence (KMESF) at 10 µM. 220,000 tested, 0.38% active; in the data active means fluorescence above about 47; further: inactives centre near 10
ABCG2 inh: ABCG2 efflux pump inhibitors, primary screen, multiplex with ABCB1, IgMXP3 cells, flow cytometry. Broad substrate specificity ATP-binding cassette transporter ABCG2 (Homo sapiens), Q9UNQ0. JC-1 efflux. inhibition, % at 6.6 µM. 190,000 tested, 0.1% active. AID 1325, 2008;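 active means inhibition above 80%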;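 further: 0% = DMSO and 100% = nicardipine control wells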
Target sequence (Q9UNQ0 whole entry, looked up): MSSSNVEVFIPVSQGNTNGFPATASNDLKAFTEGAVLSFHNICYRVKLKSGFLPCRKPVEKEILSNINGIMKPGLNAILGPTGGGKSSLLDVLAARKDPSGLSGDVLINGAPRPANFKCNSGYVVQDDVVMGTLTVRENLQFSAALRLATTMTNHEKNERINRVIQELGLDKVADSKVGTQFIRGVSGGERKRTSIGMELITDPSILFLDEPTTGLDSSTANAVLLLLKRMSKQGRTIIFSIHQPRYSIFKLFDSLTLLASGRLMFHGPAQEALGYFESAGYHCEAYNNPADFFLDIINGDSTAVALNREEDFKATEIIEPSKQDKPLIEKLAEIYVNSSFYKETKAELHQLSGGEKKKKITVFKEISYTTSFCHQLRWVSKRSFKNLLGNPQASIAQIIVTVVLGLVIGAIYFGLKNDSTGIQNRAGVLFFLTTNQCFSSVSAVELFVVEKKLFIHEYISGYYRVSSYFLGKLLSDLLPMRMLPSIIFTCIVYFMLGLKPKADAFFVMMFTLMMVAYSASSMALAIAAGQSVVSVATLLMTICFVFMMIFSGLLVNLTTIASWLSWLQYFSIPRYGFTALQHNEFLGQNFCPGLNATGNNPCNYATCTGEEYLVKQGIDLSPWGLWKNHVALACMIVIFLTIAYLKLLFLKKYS
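Times: 10 min at 25 °C | Test system: Two drug-resistant human cell lines, ABCG2 and ABCB1 | Quantity: 3 million cells/mL final, two lines in 1:1 ratio | Signal: Flow cytometry, 530 nm JC-1 signal | Dosing: Compound at 6.6 µM | Controls: Nicardipine and DMSO wells | Reagent: JC-1 as fluorescent efflux pump substrate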
Cdc42 wt GTP: modulators of GTP binding to wildtype Cdc42, primary screen, biochemical, multiplex bead flow cytometry, Bodipy-GTP. Cell division control protein 42 homolog (Homo sapiens), P60953. GST-Cdc42 beads; actives lie on both sides. percent activity (GTP binding), % at 10 µM. 190,000 tested, 0.2% active. AID 761, 2007;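 active means percent activity GTP binding at least 20 points away from the 100% baseline, either down as inhibitor or up as activator; inconclusive means compound flagged as likely green fluorescent from well-wide comparison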;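 further: median bead fluorescence of bound Bodipy-FL-GTP at 100 nM; 0% = excess unlabeled GTP control and 100% = no compound control; below 100% means less GTP binding so inhibitor and above means activator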
Target sequence (P60953 whole entry, looked up): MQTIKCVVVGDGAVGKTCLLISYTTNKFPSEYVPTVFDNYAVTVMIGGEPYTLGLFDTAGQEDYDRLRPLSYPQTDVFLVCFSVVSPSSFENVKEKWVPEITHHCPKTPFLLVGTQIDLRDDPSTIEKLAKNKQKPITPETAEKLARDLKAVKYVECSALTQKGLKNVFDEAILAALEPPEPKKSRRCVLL
Mcl1 Noxa PPI: Mcl-1/Noxa binding inhibitors, primary screen, biochemical, TR-FRET, 1536-well; Induced myeloid leukemia cell differentiation protein Mcl-1 (Homo sapiens), Q07820; TR-FRET Mcl-1/Noxa peptide binding, 2 h; inhibition, % at 21.7 µM; 220,000 tested, 1.5% active;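 active means compounds that cut the protein-peptide binding signal by more than 50% relative to plate controls in a single-dose test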;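 further: His-tagged Mcl-1 with rhodamine Noxa BH3 peptide and terbium anti-His antibody; 0% = Mcl-1 plus Noxa peptide wells and 100% = peptide-only wells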
Rab7 wt modul: modulators of GTP binding to Rab7, primary screen, biochemical, wildtype, multiplex bead flow cytometry; Rab7 GTPase wild type (dog), Bodipy-FL-GTP binding; GTP binding activity (percent of control), % at 10 µM; 190,000 tested, 0.055% active; GST-Rab7 beads, fluorescent GTP binding; actives lie on both sides; untreated = 100%, excess cold GTP = 0%; AID 758, 2007;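 active means fluorescent GTP binding to Rab7 beads changed by at least 20 points from the 100% baseline, either direction, mostly lower; inconclusive means compound itself probably fluorescent, or too few beads counted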;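 further: median green fluorescence of bound Bodipy-FL-GTP per Rab7 bead population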
HRas wt GTP bind: modulators of GTP binding to HRas wildtype, primary screen, biochemical, bead-based flow cytometry, multiplex; GST-Ras wt beads, Bodipy-FL-GTP binding; actives lie on both sides; GTPase HRas (Homo sapiens), P01112; 190,000 tested, 0.14% active; AID 759, 2007; GTP binding activity, % at 10 µM;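 active means GTP binding activity at least 20% away from the 100% baseline, either lowered as inhibitor or raised as activator; inconclusive means flagged as likely green fluorescent, judged across all proteins in the well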;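 further: 0% = unlabeled GTP competition control and 100% = no-compound control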
Target sequence (P01112 whole entry, looked up): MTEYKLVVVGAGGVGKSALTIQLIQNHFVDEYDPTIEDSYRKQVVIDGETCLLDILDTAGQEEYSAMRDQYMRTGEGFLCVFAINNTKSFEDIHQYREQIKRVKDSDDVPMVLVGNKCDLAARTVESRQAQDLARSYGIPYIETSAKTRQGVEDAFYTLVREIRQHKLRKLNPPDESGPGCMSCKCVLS
Pf gametocyte: late stage P. falciparum gametocyte viability inhibitors, primary screen, ATP luminescence, HTS. P. falciparum stage V gametocytes, 24 h. inhibition, % at 10.9 µM. 150,000 tested, 0.065% active. AID 743093, 2013;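 active means inhibition above the mean plus 3 SD of compounds within the control limits, set per campaign, cut at about 38% in these data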;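 further: 0% = DMSO wells and 100% = medium only without gametocytes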
* marks the source's active call; other numbers are inactive results; u = inconclusive; x = not tested or not shown.

SMILES	Rac1 wt modul	ABCB1 inh	Rac1 mut GTP	Rab2 wt GTP	Avidin fluor	ABCG2 inh	Cdc42 wt GTP	Mcl1 Noxa PPI	Rab7 wt modul	HRas wt GTP bind	Pf gametocyte
CC(=O)N(CN1C(=O)C2C3C=CC(C3)C2C1=O)c1cccc(Cl)c1 (centres undefined)	98	0.5	97	97	21	1	96	0	91	93	x
COc1ccccc1CCc1nnc(CCC(=O)NC(C)Cn2nc(C)cc2C)o1 (centres undefined)	96	-0.3	95	94	9	0	95	2	93	92	1
O=C(Cn1cnc2ccccc21)N/N=C/c1cccnc1	96	0.1	94	97	6	1	93	-3	99	95	x
Cc1ccc2nc(NC(=O)Cn3cc4c(n3)CCCCC4)sc2c1	101	0.5	94	99	26	3	98	12	96	99	x
CC(=O)Nc1ccc(C(=O)OCc2ccc(F)cc2Cl)cc1	95	0.8	94	96	24	6	95	16	103	97	-5
CCOCCCNC(=O)C(c1ccc(C)cc1)N(Cc1ccc2c(c1)OCO2)C(=O)c1cnccn1 (centres undefined)	100	3.7	99	102	9	0	99	16	104	99	x
CC(C)C(OC(=O)c1ccco1)C(=O)NCc1cccs1 (centres undefined)	110	0.8	102	107	31	4	107	18	105	105	x
O=c1c(Cc2ccc(F)cc2)c(O)ccn1CCCn1ccnc1	100	1.4	97	96	10	7	98	4	98	97	20
COc1ccc2nc(NC(=O)CNS(=O)(=O)c3cccs3)sc2c1	101	0.4	98	99	6	2	99	3	100	100	x
CCOC(=O)C(CC)Sc1nnc2n1C(C)(C)Cc1ccccc1-2 (centres undefined)	101	0.2	98	98	6	0	102	-9	96	100	-13
Cc1cc(NC(=O)CSc2nc3ccccc3c(=O)n2CCCC(=O)NCc2ccccc2)n[nH]1	97	0.6	99	97	36	2	98	-4	96	98	-53
COc1ccc(C(=O)NC(CC(=O)O)c2cc([N+](=O)[O-])ccc2Cl)c(SC)c1 (centres undefined)	94	-0.4	90	92	6	0	93	24	97	93	-23
O=C(COC(=O)c1ccccc1C(=O)N1CCN(c2ccccc2)CC1)Nc1ccccc1	97	1.4	93	94	31	2	94	6	94	92	11
CCCC(=O)N(CCc1ccccc1)Cc1nc2ccccc2c(=O)[nH]1	94	0.9	96	99	14	5	95	-12	95	97	-3
O=C(OC(C(=O)Nc1ccc(Cl)c(C(F)(F)F)c1)c1ccccc1)C1=COCCO1 (centres undefined)	105	38	98	99	3	34	102	1	100	99	x
N#C/C(=C1\CCCN1)c1nc(-c2ccccc2)cs1	97	1.2	97	99	8	13	99	-3	99	99	x
CC(=O)NCCOc1cccc2ccccc12	91	0.3	92	92	12	3	96	-12	92	94	x
Cc1ccc(C(=O)NCC(=O)OCC(=O)Nc2ccccc2[N+](=O)[O-])cc1	98	1.2	100	101	4	12	99	14	103	101	x
COc1ccc(C2=NN(C(=O)c3cccc([N+](=O)[O-])c3)C(c3cccc([N+](=O)[O-])c3)C2)cc1 (centres undefined)	108	2.2	97	99	11	16	102	-7	99	103	-5
CN1C(=O)CC(C(=O)O)SC1=Nc1ccc(F)cc1 (centres undefined)	99	1.1	101	99	7	-1	101	5	91	99	-32
CC(=O)Nc1sc(/C(C#N)=C/c2ccc(Cl)c(Cl)c2)nc1-c1ccc(C)cc1	u	20	u	u	16	32	u	20	u	u	-6
CCn1c(SCC(=O)NCC2CCCO2)nnc1-c1ccc(S(=O)(=O)N2CCN(C)CC2)cc1 (centres undefined)	96	1.0	96	96	7	18	98	17	98	95	19
O=C(COC(=O)/C=C/c1ccc(F)cc1)Nc1cccc(S(=O)(=O)N2CCCC2)c1	97	0.0	94	95	10	0	93	9	96	95	-5
Cc1ccc(NC(=O)COC(=O)CCOc2ccccc2C)cc1	93	0.5	90	93	11	6	91	20	93	93	6
Cc1nnc(SCC(=O)NCCN2C(=O)CSC2=O)n1-c1ccccc1	100	0.7	97	98	10	5	99	5	96	98	x
O=C(O)c1cc(-c2ccc(/C=C3/SC(=S)N(Cc4ccccc4)C3=O)o2)ccc1Cl	74*	3.7	77*	78*	6	0	76*	85*	89	80	x
CCC(NC(=O)c1ccc([N+](=O)[O-])cc1[N+](=O)[O-])c1ccccc1 (centres undefined)	106	1.8	100	102	12	26	104	4	104	102	-8
O=c1nc(/C=C/c2cc([N+](=O)[O-])ccc2Cl)cc(C(F)(F)F)[nH]1	100	0.2	95	97	6	1	99	13	96	97	-24
Cc1cccc(C(=O)O/N=C2/CC3CCC2(C)C3(C)C)c1 (centres undefined)	103	0.2	96	97	5	5	95	-19	101	103	x
CCCc1ccc(-c2cc(C(=O)NN3CCOCC3)c3ccccc3n2)cc1	101	1.0	101	105	14	2	103	-5	96	104	1
CCCCN(CC)CCNC(=O)CNC(=O)Cn1ccc2ccccc2c1=O	96	1.4	96	98	27	5	97	0	103	99	-20
Cc1cc(C(=O)COc2ccccc2C(N)=O)c(C)n1CC1CCCO1 (centres undefined)	101	2.2	97	101	12	24	97	2	101	96	-10
O=C(NCCOc1ccccc1)C1CCCCC1	99	1.9	98	105	9	4	100	-10	108	100	11
CCCOc1ccc(-c2nc(N)n[nH]2)cc1	105	0.5	99	102	10	2	97	15	104	100	x
CCN1CCN(c2cc(C)c3cc(NC(=S)N4CCN(c5ccc(F)cc5)CC4)ccc3n2)CC1	98	1.1	93	95	10	5	98	23	97	94	-6
CCOC(=O)c1c(CN2CCN(C)CC2)oc2ccc(OC)cc12	96	0.8	97	97	9	3	98	12	100	97	-7
CCOCCn1c(N2CCN(c3ccccc3)CC2)nc2c1c(=O)[nH]c(=O)n2C	101	-0.1	98	98	x	6	99	11	95	97	18
Cc1nnc(NCCc2ccccc2)n(N)c1=O	103	0.7	99	103	12	2	103	-13	101	102	3
COc1ccccc1OC(=O)c1ccc2nsnc2c1	107	0.1	102	103	3	0	106	46	101	104	-1
Cn1c(CN2CCCCC2)nc2cc(NC(=O)c3ccc(Cl)cc3)ccc21	104	0.6	100	100	30	1	102	-7	102	102	x
CCOC(=O)c1c(C)[nH]c(C)c1C(=O)CSc1nc(N)cc(N)n1	108	-0.2	101	101	7	-1	105	13	99	102	x
CCOC(=O)C1(Cc2cccc(F)c2)CCN(Cc2ccon2)CC1	99	0.7	94	100	6	2	98	3	105	100	2
COc1cccc(NC(=S)NNC(=O)c2c([N+](=O)[O-])c(C)nn2C)c1	97	0.3	94	95	9	5	95	-28	97	96	3
Cc1c(N/C=C/C(=O)c2cccs2)c(=O)n(-c2ccccc2)n1C	103	2.6	100	99	35	4	99	7	101	100	x
Cc1ccc(-n2nc3c(c2NC(=O)c2ccc4c(c2)OCO4)CSC3)c(C)c1	94	0.3	94	94	35	1	98	-4	95	96	18
COc1ccc(-c2cnc[nH]2)cc1	99	-0.1	95	96	22	0	97	12	100	97	-9
CC(C)C(NC(=O)c1ccc(Cl)cc1)C(=O)NC1=NCCS1 (centres undefined)	101	0.5	99	99	18	5	102	3	98	99	-7
O=C(OCC(=O)N1CCN(C(=O)c2ccco2)CC1)c1cc(-c2ccc(F)cc2)nc2ccccc12	99	1.5	97	102	9	1	100	14	105	101	x
CN(C)C(=O)c1ccccc1Sc1ccc(Cl)cc1Cl	100	1.2	98	98	15	6	100	-4	100	99	12
COc1ccccc1C1C=C(c2ccc(Cl)cc2)Nc2nc(N3C(=O)CCC3=O)nn21 (centres undefined)	103	0.2	98	97	33	0	100	8	98	100	-12
O=C(O)c1ccccc1NSc1ccccc1[N+](=O)[O-]	97	0.0	93	97	9	-2	98	22	107	95	x
CCC(C)C(NC(=O)C(N)CC(C)C)C(=O)NC(CCC(=O)OCc1ccccc1)C(N)=O (centres undefined)	101	0.8	100	102	15	2	101	-7	101	102	x
Cc1ccc(O)c(NC(=O)c2ccco2)c1	107	0.2	100	102	15	14	99	19	107	104	x
COC(=O)C(NC(=O)C(C)Oc1ccccc1)C(C)C (centres undefined)	101	0.9	99	101	19	1	100	-4	99	100	x
COC(=O)Oc1c(Br)c(=O)oc2ccccc12	104	-0.1	100	102	30	18	103	31	97	100	x
COc1ccccc1CNC(=O)CN(C)CC(=O)Nc1cccc(F)c1	103	1.2	101	103	12	10	102	-2	98	100	-15
CC/C(=N/NC(=O)c1ccc(Br)cc1)c1ccc(OCCN2CCOCC2)cc1	104	1.6	100	101	14	9	102	-2	98	102	31
Nc1cccc(NC(=O)c2cccs2)c1	95	-0.5	96	94	7	-2	98	-9	98	98	x
CC(C)N1CCc2c(sc(NC(=O)c3ccc(S(=O)(=O)N4CCOCC4)cc3)c2C#N)C1	105	-0.7	100	102	14	-3	103	17	101	102	x
CCN(CC)C(=O)Cn1cnc2ccccc2c1=O	105	0.4	98	103	34	3	101	-7	103	102	x
(more compounds)
SMILES	Rac1 wt modul	ABCB1 inh	Rac1 mut GTP	Rab2 wt GTP	Avidin fluor	ABCG2 inh	Cdc42 wt GTP	Mcl1 Noxa PPI	Rab7 wt modul	HRas wt GTP bind	Pf gametocyte
CCCNC(=O)CC1C(=O)N(Cc2ccccc2)C(C)c2nc3ccccc3n21 (centres undefined)	101	0.5	98	99	34	3	100	6	95	98	x
O=C(C1CCN(C2CC(=O)N(Cc3ccccc3)C2=O)CC1)N1CCCCCC1 (centres undefined)	101	1.4	101	102	5	6	102	1	102	101	9
COc1ccc(NC(=O)CSc2nnc(Cn3cnc([N+](=O)[O-])n3)n2C)cc1	107	0.4	100	103	11	13	105	-5	103	105	x
COCCNC(=S)NC1CC2CCC(C1)N2Cc1ccccc1 (centres undefined)	103	0.8	100	101	8	8	100	-4	102	98	x
